# PLC-gamma1 inh – PLC-gamma1 (human) inhibition, primary screen. P19174. purified PLC-gamma1, fluorogenic substrate, fluorescence. inhibition, % at 12.2 µM. 370,000 compounds, 0.84% hits. AID 720700; in the data active = inhibition above about 9.5%
# ASAP1 inh – ASAP1 ArfGAP inhibition; 360,000 compounds, 0.19% hits; Q9ULH1; ASAP1-stimulated ARF1 GTP hydrolysis, GDP FP detection; inhibition, % at 16.5 µM; AID 624377; in the data active = inhibition above about 25%;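 also: 0% = vehicle with enzyme and substrate and 100% = no enzyme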
# NR1D1 modulator – modulates human Rev-erb alpha binding to DNA | 370,000 compounds, 0.79% hits | activity, % at 10 µM | P20393 | Rev-erbα–FITC-DNA binding, fluorescence polarization, 90 min;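 active = activity above about 14%, limit read from the data; passing the limit was not always enough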;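 also: 0% = DMSO wells with 35 nM protein and 100% = DMSO wells with 750 nM protein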
# PLC-beta3 inh – PLC-beta3 (human) inhibition, primary screen | 370,000 compounds, 0.18% hits | inhibition, % at 12.2 µM | Q01970 | AID 720704 | Purified PLC-beta3, fluorogenic substrate, fluorescence; in the data active = inhibition above about 11%;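 also: 0% = median of compound wells on plate and 100% = full blocker control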
# proKLK7 act – proKLK7 (human) activation, primary screen | P49862 | purified proKLK7, EDANS-DABCYL substrate fluorescence; 100% is mature enzyme control, 0% vehicle | activation, % at 7 µM | 370,000 compounds, 0.9% hits | AID 652039;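 active = activation above the mean of all tested compounds plus 3 SD, computed per campaign excluding outliers beyond control limits, cut at about 13% in these data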
# Target sequence (P49862 whole entry, looked up): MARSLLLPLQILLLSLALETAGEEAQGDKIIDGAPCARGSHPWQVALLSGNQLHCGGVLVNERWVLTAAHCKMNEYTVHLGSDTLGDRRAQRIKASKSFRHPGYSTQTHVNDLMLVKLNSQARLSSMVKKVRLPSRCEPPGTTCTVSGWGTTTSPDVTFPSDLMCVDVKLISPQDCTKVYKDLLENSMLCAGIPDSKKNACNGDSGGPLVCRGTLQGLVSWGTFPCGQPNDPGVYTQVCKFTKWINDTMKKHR
# ARFGAP1 inh – rat ARFGAP1 inhibition; Q62848; Arfgap1-stimulated ARF1 GTP hydrolysis, GDP FP detection; inhibition, % at 16.5 µM; 360,000 compounds, 0.26% hits; AID 651572;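 active = inhibition above a per-plate limit, mean inhibition of low control wells plus 3 SD, cut at about 25% in these data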;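 also: 0% = DMSO wells with enzyme and 100% = wells lacking Arfgap1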
#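 Assay system: Rat Arfgap1 GAP domain (His6, aa 1-136), purified enzyme | Buffer or medium: HEPES 25 mM pH 7.5, NaCl 150 mM, MgCl2, DTT | Schedule: GTP hydrolysis reaction 2 h at 25 °C | Signal: FP of antibody-bound GDP Alexa 633 tracer, ex 620/em 688 nm | Measure: Percent inhibition of Arfgap1-stimulated GTP hydrolysis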
# DDE Tn6 FP inh – DD(E)-Tn6 binding inhibition, primary FP screen. P02675. Fibrin DD(E) TRITC-Tn6 fluorescence polarization displacement. inhibition, % at 8.3 µM. 370,000 compounds, 0.21% hits. AID 720509;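 active = inhibition above a per-campaign cutoff: mean of compounds within control limits plus 3 SD, cut at about 15% in these data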;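 also: 0% = median of all compound wells on the plate and 100% = blocking peptide control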
# sPLA2-III inh – Blocks human group III sPLA2 activity; Q9NZ20; QFRET BODIPY PC-A2 liposome hydrolysis, fluorescence; inhibition, % at 12.2 µM; 370,000 compounds, 0.56% hits; AID 743126;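 active = inhibition above mean plus 3 SD of compounds lying within the high and low control bounds, cut at about 19% in these data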;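 also: 0% = median of test compound wells and 100% = no enzyme DMSO wells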
# DDE Tn7 FP inh – DD(E)-Tn7 binding inhibition, primary FP screen; P02675; inhibition, % at 8.3 µM; FP displacement of FITC-Tn7 peptide from fibrin DD(E); 0% = median of compound wells per plate; 370,000 compounds, 0.13% hits; AID 720508;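 active = inhibition above the mean of compounds falling within the control limits plus 3 SD of them, cut at about 14% in these data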;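 also: 0% = plate median of compound wells and 100% = 10 µM Aha-Tn7 peptide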
#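 Assay system: Fibrin-DD(E) protein isolated from polymerized human fibrin clots; read-out basis: percent inhibition; medium: Tris/NaCl/CaCl2 buffer, pH 7.8; signal: FP measurement; incubation: 10 min plus 3 h, room temperature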
# UHRF1 MBD2 ctr – human UHRF1 methylated DNA binding inhibitors; Q96T88; UHRF1 binding to methylated oligo, TR-FRET; inhibition, % at 4.4 µM; 370,000 compounds, 0.75% hits; AID 687016; in the data active = inhibition above about 21%;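 also: UHRF1 SRA domain binding a hemimethylated CpG hairpin DNA probe; 0% = median of test compound wells and 100% = reference inhibitor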
# Target sequence (Q96T88 whole entry, looked up, the tested form may be a part): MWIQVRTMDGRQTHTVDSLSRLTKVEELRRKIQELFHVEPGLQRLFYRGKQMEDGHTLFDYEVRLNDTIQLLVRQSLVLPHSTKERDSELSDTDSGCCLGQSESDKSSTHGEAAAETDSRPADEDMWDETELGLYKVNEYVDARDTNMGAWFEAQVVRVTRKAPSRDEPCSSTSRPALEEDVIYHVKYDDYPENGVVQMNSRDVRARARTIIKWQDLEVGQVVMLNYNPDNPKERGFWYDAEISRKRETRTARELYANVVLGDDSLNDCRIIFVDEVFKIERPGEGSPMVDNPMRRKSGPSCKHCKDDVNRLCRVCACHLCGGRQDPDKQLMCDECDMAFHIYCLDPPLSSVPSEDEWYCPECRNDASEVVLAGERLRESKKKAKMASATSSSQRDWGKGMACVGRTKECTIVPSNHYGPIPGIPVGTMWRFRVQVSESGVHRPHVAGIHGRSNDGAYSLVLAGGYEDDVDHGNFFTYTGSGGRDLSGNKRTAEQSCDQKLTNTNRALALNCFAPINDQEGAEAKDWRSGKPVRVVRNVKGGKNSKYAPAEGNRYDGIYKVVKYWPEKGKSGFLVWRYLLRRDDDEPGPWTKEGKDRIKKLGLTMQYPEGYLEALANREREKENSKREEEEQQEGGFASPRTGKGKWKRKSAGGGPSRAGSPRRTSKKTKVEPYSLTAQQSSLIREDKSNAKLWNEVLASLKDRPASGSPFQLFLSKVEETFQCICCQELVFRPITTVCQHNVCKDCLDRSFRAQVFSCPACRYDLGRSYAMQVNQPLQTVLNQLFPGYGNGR
# Active calls of the source: *; · = not tested or not shown. An unsorted share of the library; 4.5% or so of the library scored in one or more.
no.	Compound	PLC-gamma1 inh	ASAP1 inh	NR1D1 modulator	PLC-beta3 inh	proKLK7 act	ARFGAP1 inh	DDE Tn6 FP inh	sPLA2-III inh	DDE Tn7 FP inh	UHRF1 MBD2 ctr
1	O=C(Nc1ccc(S(=O)(=O)Nc2nccs2)cc1)C1CC(=O)N(c2ccc(Cl)cc2)C1 (stereo not given)	1	2	6	-2	0.5	2	4	-40	2	0
2	COc1ccc(CNC(=O)CSCc2ccccc2Cl)cc1	-4	13	-4	-1	-0.5	6	6	6	4	3
3	COc1ccccc1C(c1nnnn1C(C)(C)C)N1CCCc2ccccc21 (stereo not given)	2	-6	4	2	-0.2	13	1	7	1	-2
4	COc1ccc(-c2cc3c(=O)n(CC(=O)NCc4cccnc4)nc(C)n3n2)cc1	-58	2	0	-80	-1.6	17	1	0	-3	0
5	Cc1cccn2cc(-c3ccccc3)nc12	-5	-14	-1	-4	-0.1	2	6	1	-2	-5
6	S=C(c1ccc(N2CCOCC2)cc1)N1CCCCC1	-2	-2	-8	1	0.3	2	10	3	8	-1
7	COc1ccccc1CC(=O)N1CCN(S(=O)(=O)c2cccs2)CC1	8	8	2	5	-0.2	-1	1	2	-1	3
8	Cc1ccccc1Nc1n[nH]c(=S)s1	1	7	-5	-3	0.1	-3	-11	15	-3	2
9	O=C(c1ccc(Br)s1)N1CCCC1	4	-6	-3	3	-0.3	11	-3	3	-2	5
10	O=[N+]([O-])c1ccccc1OCCCCN1CCCCC1	1	-14	1	-2	-0.4	2	6	11	2	1
11	CN(CC(=O)Nc1cccc(F)c1)C(=O)C1CC(=O)N(Cc2ccccc2)C1 (stereo not given)	-1	5	1	-7	-0.2	11	-7	5	4	1
12	COc1cccc(Cn2cnc3c(NS(=O)(=O)c4ccc(Cl)cc4Cl)c(C)c(C)cc32)c1	-2	-6	7	0	0.9	-7	-1	-17	14	1
13	Cc1cccc(C)c1C(OCCN(C)C)C1CCCCC1 (stereo not given)	5	-16	6	3	0.3	-4	5	-22	2	1
14	Cc1cccc(NC(=O)c2cccc(S(=O)(=O)N(C)C3CCCCC3)c2)n1	2	-2	-4	3	0.8	-4	1	-6	3	1
15	Cc1cccc(-n2cnc3cc([N+](=O)[O-])ccc32)c1	1	3	-2	3	0.1	8	2	14	3	4
16	CCOC(=O)CSc1n[nH]c(=O)n1CCc1ccccc1	0	7	-6	-6	0.1	0	-4	9	3	4
17	O=C1CC(c2nc3ccccc3[nH]2)CN1c1ccccc1F (stereo not given)	-2	-8	-6	0	-0.1	4	-6	0	-7	-1
18	CCOC(=O)c1ccc(S(=O)(=O)NCCN2CCOCC2)cc1	4	-13	4	1	0.0	7	-2	0	-1	1
19	COc1cc(/C=N/NS(=O)(=O)c2ccc3ccccc3c2)ccc1OCCN1CCOCC1	2	5	-2	-1	0.8	9	-4	-4	-6	0
20	O=C1CC(C2CCCO2)C(=O)N1c1cccc(Cl)c1 (stereo not given)	2	-8	8	1	0.0	-4	11	11	3	7
21	CCN(CC)C(=O)[C@H]1CC(CC(=O)NCCCN(C)C)C(=O)N2CCc3c([nH]c4ccc(OC)cc34)[C@]12C (stereo not given in full)	3	-2	-11	-1	0.0	9	0	11	1	1
22	O=c1[nH]c2ccc(Cl)cc2c(-c2ccccc2)c1SC(=S)N1CCCCC1	7	-10	3	6	0.3	-9	-6	-13	3	-19
23	CN(C(=O)c1cn2ccccc2n1)c1c(N)n(Cc2ccccc2)c(=O)[nH]c1=O	1	2	-5	2	0.7	13	9	8	-4	0
24	O=[N+]([O-])c1ccc(N2CCN(c3ccccc3O)CC2)cc1	3	-4	6	-18	0.0	7	-4	0	-8	1
25	CC(/C=C/c1ccco1)=N/NC(=O)C1COc2ccccc2O1 (stereo not given)	-8	6	-3	-15	-0.9	-6	-1	-8	1	-2
26	CCCCCCCCN1C(=O)[C@H](CC(=O)NCc2cccs2)C[C@@]2(C(=O)OC)CC(C)(C)CC=C12	4	4	1	4	0.2	-1	-3	-3	-4	4
27	CC(=O)Oc1ccc2oc(=O)c3c(c2c1)CCCN3C(=O)CN1CCN(c2ncccn2)CC1	-10	-5	-3	-11	0.6	19	6	3	-10	7
28	O=C(Nc1ccc2oc(-c3ccccc3)nc2c1)c1cccnc1	-1	-7	3	-5	0.1	4	2	-13	2	-4
29	COC(=O)C1CN(Cc2ccc(Cl)cc2)CCS(=O)(=O)N1Cc1cn(Cc2ccc(F)cc2)nn1 (stereo not given)	2	·	4	1	0.1	·	3	-15	0	10
30	CC(C)c1ccc(N(CC(=O)NCc2ccco2)C(=O)CCC(=O)Nc2ccccn2)cc1	1	-3	7	-4	0.2	-2	-7	-7	3	3
31	CCCn1c(N)c(N(CCOC)C(=O)c2cccc(S(=O)(=O)N3CCCc4ccccc43)c2)c(=O)[nH]c1=O	0	-6	-3	-5	0.1	-11	-14	-1	2	0
32	O=c1c2c(nc3cc(-c4ccccc4)[nH]n13)CCC2	-7	-2	-2	-13	-18	12	-11	8	7	3
33	O=C(CSc1nncn1-c1ccccc1)Nc1ccc(N2CCOCC2)cc1	9.8*	1	0	1	-0.4	0	8	6	0	5
34	CC(C)[C@H](NC(=O)NC1CCCC1)C(=O)O	3	23	-4	2	0.5	-5	4	4	-3	0
35	COc1cccc(C2(O)CCN(CC(=O)NCC3CC3)CC2)c1	0	1	3	-5	0.2	-6	-2	-1	0	0
36	COc1ccc(C(CNC(=O)c2cccc3cccnc23)N(C)C)cc1 (stereo not given)	-4	1	0	-11	-0.4	6	3	7	8	-2
37	CO/N=C/NC(=O)Cc1cn(-c2ncc(C(F)(F)F)cc2Cl)c2ccccc12	-13	8	2	-16	-1.0	-4	11	-3	0	3
38	CC1CN(C(=O)Nc2cccc(Cl)c2)C2(CCCCCC2)O1 (stereo not given)	-3	-8	4	-1	-0.3	7	-1	3	1	11
39	COc1cc(NC(=O)CCN2CCN(Cc3ccccc3)CC2)cc(OC)c1	-3	-3	-4	-4	-0.3	3	-3	-2	-8	2
40	Cc1ccc2nc(-c3ccccc3)c(CN3CCN(c4ccccc4F)CC3)n2c1	-3	17	11	0	0.2	8	2	-10	5	23*
41	Cc1cccc(N2CCN(C(c3ccccc3)c3nnnn3CC3CCCO3)CC2)c1C (stereo not given)	1	-3	-1	-3	0.2	-5	7	-5	7	-1
42	CCOc1ccc(NC(=O)c2ccc(-c3csc(C)n3)cc2)cc1	-2	0	0	-4	-0.1	6	3	-3	-3	2
43	COc1ccc(C)cc1NC(=O)CNC(=O)Cn1ccc2ccccc2c1=O	1	8	-6	0	-0.2	-1	-9	2	3	-1
44	Cc1cc(=O)n2nc(N3CCCC3C(=O)Nc3cccc(F)c3)sc2n1 (stereo not given)	4	-16	-2	-1	-0.3	-2	3	12	5	1
45	CCOC(=O)C1C(C(=O)Nc2cccc(C(F)(F)F)c2)C1C(=O)NC(C)C (stereo not given)	3	0	-1	2	0.4	-6	-3	5	-2	5
46	CC(=O)NC1C(c2nc3ccccc3s2)=C(c2ccccc2)C(=O)N1c1ccc(C)cc1 (stereo not given)	0	-8	0	-3	-0.7	6	-1	0	-6	-3
47	Cc1ccc(OCC(=O)N2CCN(S(=O)(=O)c3ccccc3[N+](=O)[O-])CC2)cc1	3	0	5	3	-0.6	0	4	-3	-3	6
48	CC1CN(c2ccc([N+](=O)[O-])c(NCCOc3ccccc3)c2)CC(C)N1 (stereo not given)	2	5	-3	-6	-0.2	11	-9	18	0	10
49	CC1CCN(S(=O)(=O)N2CCC(C(=O)O)CC2)CC1	5	-5	1	3	0.1	3	7	0	-4	0
50	COc1cc(OC)c(C=O)c(OC(=O)N2CCOCC2)c1	-3	9	0	-5	1.3	-11	6	4	2	2

# Other records:
no.	Compound	PLC-gamma1 inh	ASAP1 inh	NR1D1 modulator	PLC-beta3 inh	proKLK7 act	ARFGAP1 inh	DDE Tn6 FP inh	sPLA2-III inh	DDE Tn7 FP inh	UHRF1 MBD2 ctr
51	COc1cc(CNc2nc3c(C)cc(C)cc3s2)ccc1O	4	0	2	-3	0.0	18	6	-16	-2	3
52	O=C(c1cccnc1Cl)N(Cc1ccccc1)Cc1ccccc1	-1	4	1	-3	-0.2	-10	5	0	7	7
53	C/C(=N/NC(=O)c1cnccn1)c1cccs1	-3	-1	0	1	-0.8	1	-6	16	-2	3
54	COc1ccc(C(=O)/C=C2/C(=O)Nc3ccccc32)cc1	-4	1	4	-11	0.1	4	-3	7	-2	-2
55	Cc1ccc(NC(=O)/C(=C\c2ccccc2)NC(=O)/C=C/c2ccccc2)cc1	-2	8	1	0	-0.4	4	1	1	-1	1
56	c1cc(-c2ccc3nncn3c2)ccc1CN1CCOCC1	-12	-15	6	-14	0.3	-2	1	10	-9	-1
57	CC1CCCCC1NC(=O)COC(=O)c1ccc2c(c1Cl)C(=O)c1ccccc1C2=O (stereo not given)	2	0	-2	1	0.1	2	7	0	11	-2
58	CCOc1ccccc1CN1CCC(n2nccc2NC(=O)CCc2ccccc2)CC1	-2	9	9	-10	0.4	9	-7	-1	-4	5
59	CC(C)C(=O)Nc1ccccc1C(=O)OCC(=O)c1ccc2c(c1)OCCO2	3	-6	-2	3	-0.2	1	6	-7	0	-2
60	C=CC[C@H](CC(=O)N[C@H](CO)Cc1ccccc1)C(=O)N[C@H](COC(=O)[C@@H](CC=C)CC(=O)OC(C)(C)C)Cc1c[nH]c2ccccc12	0	8	-1	-3	-0.2	7	-4	-93	-6	3
61	N#CC1=C(c2ccccc2)/C(=C/c2ccccc2)OC1=O	-6	-10	1	-6	0.4	-3	-1	-12	-4	-2
62	Cn1c(C(=O)NCC2CCCO2)cc2oc3ccccc3c21 (stereo not given)	2	-14	-3	-1	0.1	-5	0	-5	0	-7
63	Cc1ccc(NC(=O)CS(=O)CC(=O)N(C(C)C(=O)NC2CCCCC2)C(C)(C)C)cc1 (stereo not given)	1	3	-3	1	0.3	5	3	2	-2	9
64	O=C(NC1CCCCC1)C1CCCN1C(=O)NCc1ccccc1 (stereo not given)	2	-3	0	3	-0.2	12	-6	7	1	1
65	O=C(NC(=S)Nc1ccc2oc(=O)ccc2c1)c1cccc(F)c1	0	-1	-14	-6	0.1	6	0	5	-3	0

# Grouped by structure, the entries above with a furan ring, fused or not (3)
no.	Compound	PLC-gamma1 inh	ASAP1 inh	NR1D1 modulator	PLC-beta3 inh	proKLK7 act	ARFGAP1 inh	DDE Tn6 FP inh	sPLA2-III inh	DDE Tn7 FP inh	UHRF1 MBD2 ctr
25	CC(/C=C/c1ccco1)=N/NC(=O)C1COc2ccccc2O1 (stereo not given)	-8	6	-3	-15	-0.9	-6	-1	-8	1	-2
30	CC(C)c1ccc(N(CC(=O)NCc2ccco2)C(=O)CCC(=O)Nc2ccccn2)cc1	1	-3	7	-4	0.2	-2	-7	-7	3	3
62	Cn1c(C(=O)NCC2CCCO2)cc2oc3ccccc3c21 (stereo not given)	2	-14	-3	-1	0.1	-5	0	-5	0	-7

# Source: PubChem
